Screening data (PubChem)
Yfh1-off respiration: mitochondrial function rescue without frataxin homolog – Friedreich's ataxia, plus single-dose screen, dose response (AID 1465); S. cerevisiae Yfh1-off respiration, WST-1 reduction, 72 h; higher fold induction means a stronger effect; one-dose fold induction at 50 µM; EC50 in µM for titrated hits; actives 0.074% (n = 220,000);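 active means fold induction of absorbance versus untreated yeast above a set limit, then at least 30% activation at any dose in follow-up; inconclusive means repeats straddling the limit, or above it without dose testing; inactive means fold induction below the set limit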;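 further: activators that raise dye reduction in frataxin-depleted yeast; strong numbers were not always called active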
HIV fusion peptide: cell-free HIV fusion peptide-binding blockers – biochemical, uHTS, fluorescence dequenching, primary screen (AID 1986); inhibition, % at 20 µM, or IC50 in µM where a hit was titrated; cell-free peptide binding, fluorescence dequenching, 30 min; higher % means a stronger effect; actives 0.3% (n = 290,000); in the data active means inhibition mostly above about 52%, no sharp cut-off; inactive means mostly below about 76%; further: some results filed as inactive read as strong as hits
AID2073: disruptors of CaV2.2 binding to Mint1 – biochemical, HTRF (AID 2073). HTRF protein-protein interaction, Mint1-CaV2.2; higher % means a stronger effect. inhibition, % at 20 µM; hits with a dose series show IC50 in µM. actives 0.19% (n = 290,000); in the data active means inhibition mostly above about 51%, no sharp cut-off; inconclusive means no clear call, values can overlap the other calls; inactive means mostly below about 53%; further: some results filed as inactive read as strong as hits
Numbers without * were called inactive; i = inactive; ? = inconclusive; / = not tested or not shown.

Sequence of screens: Yfh1-off respiration	HIV fusion peptide	AID2073
1. CC(=O)O[C@@H]1/C=C/[C@](C)(O)C[C@@H](C)C/C=C/[C@H]2[C@H](O)[C@@](C)(O)[C@@H](C)[C@H]3[C@H](Cc4ccccc4)NC(=O)[C@@]312
    i	/	/
2. COC(=O)C1=C(c2cc3ccccc3o2)C[C@@H]2CC[C@H]1N2C(=O)NCCCOC(C)C
    i	/	/
3. CC1=C(C/C(C)=C/c2ccccc2)/C(=C/CO)[C@H](O)[C@](C)(O)C12CC2
    i	/	/
4. C/C=C1\CN2[C@H]3C[C@@]45c6ccccc6N(C)[C@H]4[C@@H]2CC1C3[C@H]5O (stereo partly specified)
    i	/	/
5. O=C(O)C(Cl)Cl
    i	/	/
6. COC(=O)C1=C(c2ccccc2)C[C@@H]2CC[C@H]1N2C(=O)N1CCC(O)CC1
    i	/	/
7. COC(=O)C1=C(c2ccccc2)C[C@@H]2CC[C@H]1N2C(=O)N1CCC(C)CC1
    i	/	/
8. N[C@@H](Cn1oc(=O)[nH]c1=O)C(=O)O
    i	/	/
9. Oc1c(Cl)c(Cl)c(Cl)c(Cl)c1Cl
    i	/	/
10. COc1cc2c(c(OC)c1OC)-c1ccc(C(=O)O)cc1[C@@H](NC(C)=O)CC2
    i	/	/
11. c1cncc(C2CCCN2)c1 (stereo unspecified)
    i	/	/
12. CNCC(=O)c1ccccc1
    i	/	/
13. NC(=O)c1cc(N2CC2)c([N+](=O)[O-])cc1[N+](=O)[O-]
    i	/	/
14. N[C@@H](CCl)C(=O)O
    i	/	/
15. O[C@@H]1CCCN2CCc3c([nH]c4ccccc34)[C@H]12
    i	/	/
16. COC(=O)C1=C(c2ccc(S(C)(=O)=O)cc2)C[C@@H]2CC[C@H]1N2C(=O)NCc1ccccc1
    i	/	/
17. CCOc1ccc(NC(=O)c2c(O)[nH]c(=O)[nH]c2=O)cc1
    i	/	/
18. CC(=O)OC1CC[C@]2(C#N)[C@H]3CC[C@]4(C)[C@H](C5C=CC(=O)O5)CCC4(O)C3CCC2(O)C1 (stereo partly specified)
    /	2.4%	0.6%
19. CC(Cc1ccccc1)NC(=O)Cc1ccc([N+](=O)[O-])cc1 (stereo unspecified)
    /	-1.2%	21.0%
20. O=c1c2ccccc2nc(-c2ccccc2)n1-c1ccccc1O
    /	0.7%	0.5%
21. COc1cccc(-n2c(O)c(C=NCCN3CCNCC3)c(=O)[nH]c2=S)c1
    /	1.5%	9.4%
22. CC(=O)O[C@H]1C(=O)[C@@]2(C)C([C@H](OC(=O)c3ccccc3)[C@]3(O)C[C@H](O)C(C)=C1C3(C)C)[C@]1(OC(C)=O)CO[C@@H]1C[C@H]2O (stereo partly specified)
    /	0.6%	-7.4%
23. CCc1ccc(CNCCc2c[nH]c3ccccc23)cc1
    /	-2.5%	4.6%
24. CN1C(=O)C(c2ccc([N+](=O)[O-])cc2[N+](=O)[O-])C(=O)N(C)C1=O
    /	-1.2%	4.0%
25. O=C(Cc1ccccc1)Oc1ccc([N+](=O)[O-])cc1
    /	0.5%	-8.2%
26. Cc1cc(OC(C)C(=O)NCC2CCC(C(=O)O)CC2)c2c3c(c(=O)oc2c1)CCC3 (stereo unspecified)
    /	2.0%	19.8%
27. c1ccc(CNCCc2c[nH]c3ccccc23)cc1
    /	-1.8%	-1.6%
28. Cc1cccc(-n2c(C)nc3ccc(Cl)cc3c2=O)c1
    /	-1.9%	3.9%
29. COc1ccc(OCCOc2cccc(C=C3C(=O)NC(=O)NC3=O)c2)cc1
    /	3.8%	?
30. CN1CC(C(=O)c2ccc(Cl)cc2)C(c2ccccc2)C1 (stereo unspecified)
    /	-1.9%	?

Records 22–26 from above:
Sequence of screens: Yfh1-off respiration	HIV fusion peptide	AID2073
22. CC(=O)O[C@H]1C(=O)[C@@]2(C)C([C@H](OC(=O)c3ccccc3)[C@]3(O)C[C@H](O)C(C)=C1C3(C)C)[C@]1(OC(C)=O)CO[C@@H]1C[C@H]2O (stereo partly specified)
    /	0.6%	-7.4%
23. CCc1ccc(CNCCc2c[nH]c3ccccc23)cc1
    /	-2.5%	4.6%
24. CN1C(=O)C(c2ccc([N+](=O)[O-])cc2[N+](=O)[O-])C(=O)N(C)C1=O
    /	-1.2%	4.0%
25. O=C(Cc1ccccc1)Oc1ccc([N+](=O)[O-])cc1
    /	0.5%	-8.2%
26. Cc1cc(OC(C)C(=O)NCC2CCC(C(=O)O)CC2)c2c3c(c(=O)oc2c1)CCC3 (stereo unspecified)
    /	2.0%	19.8%

The main list resumes, starting three compounds before the break.
Sequence of screens: Yfh1-off respiration	HIV fusion peptide	AID2073
28. Cc1cccc(-n2c(C)nc3ccc(Cl)cc3c2=O)c1
    /	-1.9%	3.9%
29. COc1ccc(OCCOc2cccc(C=C3C(=O)NC(=O)NC3=O)c2)cc1
    /	3.8%	?
30. CN1CC(C(=O)c2ccc(Cl)cc2)C(c2ccccc2)C1 (stereo unspecified)
    /	-1.9%	?
31. COc1cc(CN2CCN(C(=O)Cc3ccccc3)CC2)cc(OC)c1OC
    /	2.3%	1.7%
32. CCCCCn1c(=O)c(C(=O)Nc2ccccc2C)c(O)c2ccccc21
    /	1.5%	17.5%
33. Cc1ccsc1/C=C1\C(=O)NC(=S)N(C)C1=O
    /	3.8%	42.3%
34. CC(C)NC(=O)Cn1cc(C(=O)c2ccccc2)c2ccccc21
    /	2.6%	2.6%
35. Cc1ccc(S(=O)(=O)Oc2ccccc2C=C2C(=O)N(C)C(=O)N(C)C2=O)cc1
    /	1.6%	15.8%
36. CCOc1cc2c(cc1OCC)-n1cccc1C(c1ccc(F)c(OC)c1)NC2 (stereo unspecified)
    /	-1.7%	27.2%
37. C#CC1(O)C=CC2C3CCC4=CC(=O)CCC4C3CCC21CC (stereo unspecified)
    /	-1.3%	-1.1%
38. CC(=O)O[C@@]12CO[C@@H]1C[C@H](OC1OCC(O)C(O)C1O)[C@@]1(C)C(=O)[C@H](O)C3=C(C)[C@@H](OC(=O)[C@H](O)[C@@H](NC(=O)c4ccccc4)c4ccccc4)C[C@@](O)([C@@H](OC(=O)c4ccccc4)C12)C3(C)C (stereo partly specified)
    /	1.2%	-6.6%
39. CCN(CC)C(=O)c1ccc(NC(=O)c2sccc2-c2ccccc2)cc1
    /	0.8%	19.5%
40. COc1ccc(-n2c(-c3ccccc3Br)nc3ccccc3c2=O)cc1
    /	-1.4%	5.9%
41. Cc1ccc(/C=C2\C(=O)NC(=S)N(c3ccc(F)cc3)C2=O)o1
    /	20.2%	-7.3%
42. CCCc1cc(=O)oc2cc(OCC(=O)N3C[C@H]4C[C@@H](C3)c3cccc(=O)n3C4)ccc12
    /	3.0%	4.4%
43. CC(=O)N1CC(=O)Nc2ccc(C)cc2C1c1ccccc1 (stereo unspecified)
    /	-1.5%	4.7%
44. COc1cc(O)cc2c1C(=O)OC(C)CCCC(=O)CCC/C=C\2 (stereo unspecified)
    /	-1.5%	20.7%
45. CCCCc1ccc(NC2=NCCCS2)cc1
    /	-0.6%	0.3%
46. CN1CCCN(C(=O)COc2ccc(F)cc2Cl)CC1
    /	-0.4%	-5.0%
47. FC(F)(F)c1ccccc1CCN1CCNCC1
    /	-0.9%	1.7%
48. COc1ccc(OC)c(CN2CCN(C(=O)Cc3ccccc3)CC2)c1
    /	-0.2%	-1.3%
49. Cn1cc(Br)c(C(=O)Nc2ccc3c(C(F)(F)F)cc(=O)oc3c2)n1
    /	0.7%	14.1%
50. CCn1cc(C=C2C(=O)N(C)C(=O)N(C)C2=O)c2ccccc21
    /	6.6%	7.4%
51. Cc1ccc(OCC(=O)N2CCCC(N3CCN(c4ccc(F)cc4)CC3)C2)cc1 (stereo unspecified)
    /	0.1%	3.3%
52. CCCCOc1ccc(C(C)=O)cc1Cc1c(O)[nH]c(=S)[nH]c1=O
    /	8.8%	-18.8%
53. Cn1ncc(Cl)c1C(=O)N1CCC2(CC1)OCCO2
    /	1.3%	0.8%
54. CN(CCc1ccccc1)Cc1c[nH]c2ccccc12
    /	-0.8%	5.4%
55. O=[N+]([O-])c1ccc(N2CCCC(C(F)(F)F)C2)c2ccncc12 (stereo unspecified)
    /	-1.9%	-1.9%
56. COc1cccc(CN2CCN(Cc3cccc(F)c3)CC2)c1
    /	2.9%	6.3%
57. CC(=O)c1cn(Cc2ccccc2F)c2ccccc12
    /	0.1%	6.1%
58. Cc1cc(C)c(C(=O)N2CCC3(CC2)OCCO3)c(C)c1
    /	0.1%	-3.0%
59. CC1CCCCC1NC1CCN(C)CC1 (stereo unspecified)
    /	-0.2%	3.4%
60. FC(F)(F)c1ccccc1CNCCc1c[nH]c2ccccc12
    /	1.0%	13.2%

Arranged by heavy-atom count (smallest number first): 3 of the compounds above.
Sequence of screens: Yfh1-off respiration	HIV fusion peptide	AID2073
46. CN1CCCN(C(=O)COc2ccc(F)cc2Cl)CC1
    /	-0.4%	-5.0%
17. CCOc1ccc(NC(=O)c2c(O)[nH]c(=O)[nH]c2=O)cc1
    i	/	/
34. CC(C)NC(=O)Cn1cc(C(=O)c2ccccc2)c2ccccc21
    /	2.6%	2.6%

Later entries:
Sequence of screens: Yfh1-off respiration	HIV fusion peptide	AID2073
61. O=C1NC(=O)C(=Cc2ccc(-c3ccc(S(=O)(=O)N4CCOCC4)cc3)o2)C(=O)N1
    /	2.4%	41.3%
62. C[C@]12CCC(=O)C=C1CC[C@@H]1C2CC[C@]2(C)C(=O)CCC12 (stereo partly specified)
    /	-0.8%	9.4%
63. C[C@]12CCC(OC(=O)CCC(=O)O)CC1=CCC1C2CC[C@]2(C)C(=O)CCC12 (stereo partly specified)
    /	-0.4%	13.4%
64. CCC(CO)(C(=O)OC1CC2CCC(C1)N2C)c1ccccc1 (stereo unspecified)
    /	0.8%	-4.1%
65. COC(=O)Cn1cc(C=C2C(=O)NC(=O)NC2=O)c2ccccc21
    /	10.0%	20.7%
66. O=C1CN=C(c2ccccc2)c2cc(Br)ccc2N1
    /	0.7%	-6.5%
67. CCOc1cc2c(cc1OCC)-n1cccc1C(c1cccc([N+](=O)[O-])c1)NC2 (stereo unspecified)
    /	-1.9%	-1.3%
68. COc1ccc(CCNCc2cccn2C)cc1OC
    /	0.1%	9.4%
69. C[C@]12CCC3[C@@H](CC[C@H]4C[C@@H](O)CC[C@]34C)C1CCC2=O (stereo partly specified)
    /	-0.2%	9.2%
70. O=C(O)c1cccc(NC(=O)N2C[C@H]3C[C@@H](C2)c2cccc(=O)n2C3)c1
    /	-0.3%	13.7%
71. COc1ccc(OC)c(-n2c(O)c(C=NCCN3CCNCC3)c(=O)[nH]c2=S)c1
    /	-0.9%	4.2%
72. COc1ccc(OC)c(C(O)C2CCCCN2)c1 (stereo unspecified)
    /	1.6%	1.0%
73. CC(=O)C1(c2ccccc2)CCN(C(=O)C2CCC(=O)N(CCc3cccc(F)c3)C2)CC1 (stereo unspecified)
    /	-1.7%	-1.2%
74. Cn1c(O)c(Cc2ccc(OCc3ccccc3)cc2)c(=O)n(C)c1=O
    /	0.1%	-4.5%
75. CC(C)c1ccc(-n2c(O)c(C=NCCN3CCNCC3)c(=O)[nH]c2=S)cc1
    /	2.0%	0.7%
76. CC(N)Cc1c[nH]c2c1ccc1ccccc12 (stereo unspecified)
    /	0.2%	6.0%
77. CN1C(=O)C(=Cc2cn(CC(=O)N3CCCC3)c3ccccc23)C(=O)N(C)C1=O
    /	9.1%	1.2%
78. COc1cccc(OCc2cc(C(=O)N3C[C@H]4C[C@@H](C3)c3cccc(=O)n3C4)no2)c1
    /	0.3%	-3.0%
79. CCCCn1c(=O)c(C(=O)NC(C)c2ccccc2)c(O)c2ccccc21 (stereo unspecified)
    /	0.9%	18.1%
80. O=c1[nH]c(=S)n(-c2ccccc2Cl)c(O)c1C=NCCN1CCNCC1
    /	0.3%	-0.4%
81. Cc1cc(OCC(=O)NCC(O)c2ccccc2)c2c3c(c(=O)oc2c1)CCCC3 (stereo unspecified)
    /	0.3%	7.6%
82. Cc1ccc2cc(CNCCc3ccccc3C)c(=O)[nH]c2c1
    /	0.8%	6.6%
83. CCN1CCN(CC(c2ccccc2)c2ccccc2)CC1
    /	0.6%	6.2%
84. Cc1ccc(CC(=O)N2CCN(C)CC2)cc1
    /	-0.2%	3.4%
85. CCc1nn(CC(=O)N2CCC3(CC2)OCCO3)c(=O)c2cccn12
    /	1.0%	1.0%
86. CC(=O)Nc1ccc(C(=O)C(Cc2ccccc2)N(C)C)cc1 (stereo unspecified)
    /	-0.8%	18.2%
87. CCOC(=O)c1[nH]c2ccc(OC)cc2c1C(SCC(=O)O)c1ccc(C(F)(F)F)cc1 (stereo unspecified)
    /	47.1%	4.4%
88. C[C@]12CC[C@H](O)C[C@@H]1CC[C@@H]1[C@@H]2CC[C@]2(C)C(=O)CC[C@@H]12
    /	1.2%	7.4%

Some of the compounds tested; the hit share may differ from the screen's.
